# Bioassay records as filed in PubChem.
# mouse EphA4 binding = inhibitors of EphA4 binding to KYL peptide, primary screen, biochemical, colorimetric, mouse EphA4 (AID 689) | EphA4-AP binding to KYL peptide, pNPP A405; higher % means a stronger effect | inhibition, % at 10 µM, or IC50 in µM where a hit was titrated | hit rate 0.1% among 62,000; in the data active = a potency from the dose series; inactive = the rest, 99 in 100 with inhibition below about 22%
# Active calls of the source: *. The list is partial, so the mix of outcomes need not match the whole.
mouse EphA4 binding,mol
2%,N#C/C(=C\c1ccc(Sc2nc3ccccc3[nH]2)o1)c1ccccc1
-11%,CCOC(=O)Cc1[nH]nc2c1C(c1cc(OC)ccc1OC)C(C#N)=C(N)O2 (centres undefined)
7%,CCN(CC)c1ccc(NC(=O)c2cccc(OCc3ccccc3)c2)cc1
-7%,Cc1ccc2nc(SCCCCOc3ccccc3)[nH]c2c1
4%,N#Cc1cc(C#N)c(N2CCN(c3ccccn3)CC2)nc1N
6%,COc1ccc(N2C(=O)C(Cl)=C(Nc3ccc(C)c(Cl)c3)C2=O)cc1
-6%,CCn1c(C)[n+](CC)c2ccc(S(=O)(=O)N3CCCCC3)cc21
15%,Nc1nonc1-c1nc2ccccc2n1Cc1ccc(F)cc1
-11%,C=CCN1C(=NC(=O)CC)SC2CS(=O)(=O)CC21 (centres undefined)
1%,Cc1ccc(NC(=O)C2CC(c3ccc(F)cc3)=NO2)cc1 (centres undefined)
-28%,O=[N+]([O-])c1ccc(N2CCN(S(=O)(=O)c3ccccc3)CC2)cc1NC1CC1
-2%,CCCSc1cc(N2CCCC2)nc(-c2ccccc2)n1
-13%,CCCCN1C(=O)CN(CCc2ccccc2)C(=O)C1c1ccc(OC)cc1 (centres undefined)
9%,Cc1ccc(-n2nnnc2C(=N)c2nnnn2-c2ccc(C)cc2)cc1
-6%,O=C(O)c1ccc(-n2nnnc2SCc2ccccc2F)cc1
-6%,CC1(C)CC2CC(C)(CN2C(=O)COC(=O)c2n[nH]c(=O)c3ccccc23)C1 (centres undefined)
-2%,O=C(Nc1ccc(Cl)c(Cl)c1)N(CCCN1CCOCC1)Cc1cccs1
-4%,O=c1c2c3c(sc2nc2n1CCCC2)CCC3
-9%,CC1(C)NC(=O)N(CCOc2ccc3c(c2)CCC3)C1=O
-10%,COCCNC(=O)C(c1cccs1)N(C(=O)Cn1nnc2ccccc21)c1ccc2c(c1)OCO2 (centres undefined)

# Following part
mouse EphA4 binding,mol
-4%,N#CCCN(Cc1cccnc1)C(=O)Nc1cccc(Cl)c1
-20%,COc1cccc2c(=O)n(CC(=O)N3CCCCCC3)ccc12
-15%,COc1ccc(OC)c(NC(=O)C2CCN(Cc3cnn(-c4ccccc4)c3-n3cccc3)CC2)c1
-20%,COc1ccc(C(=O)Nc2cccc(-c3cnc4ccccc4n3)c2)cc1
0%,COc1cc(OC)c(NC(=O)CCNC(=O)Cn2cnc3ccccc3c2=O)cc1Cl
-8%,O=C(NCc1ccco1)c1cnn2c(C(F)(F)F)cc(-c3ccco3)nc12
-5%,Cc1ccc(OC(=O)c2ccccc2P(=O)(O)O)cc1
11%,O=C(NC1CCCCC1)c1ccc(CNc2c(N3CCOCC3)c(=O)c2=O)cc1
-3%,COc1ccc(N2CCN(Cc3nc(N)nc(N4CCCc5ccccc54)n3)CC2)cc1
10%,COc1ccc(N2CCN(C(=O)CSc3nnc4ncccn34)CC2)cc1
-6%,C(#CCn1c2ccccc2c2ccccc21)CN1CCOCC1
14%,CCCCn1c(-c2cccs2)nc2nc3ccccc3nc21
-14%,O=C1NN(c2ccc(F)cc2)C(=O)/C1=C\c1ccc(-c2cccc(C(=O)O)c2)o1
-1%,COc1cc(NS(=O)(=O)c2ccc3c(c2)n(C)c(=O)n3C)cc(OC)c1
-7%,COC(=O)CN(c1ccccc1)S(C)(=O)=O
-1%,CC(Nc1nc2ncn(Cc3ccccc3)c2c(=O)[nH]1)C(=O)O (centres undefined)
-15%,O=C(NC(NC(=S)Nc1ccc(-c2ccccc2)cc1)C(Cl)(Cl)Cl)c1ccccc1Cl (centres undefined)
6%,Cc1ccc2c(c1)c1c(n2CC(O)Cn2c(C)nc3ccccc32)CCCC1 (centres undefined)
-6%,COc1cccc(C2c3c(oc4ccccc4c3=O)C(=O)N2c2ccccn2)c1 (centres undefined)
0%,O=C(Nc1ccc2c(c1)OCCO2)C1CCN(C(=O)c2ccccc2)CC1

# Taken from above.
# Under mouse EphA4 binding, COc1ccc(N2CCN(Cc3nc(N)nc(N4CCCc5ccccc54)n3)CC2)cc1 shows -3%
# Under mouse EphA4 binding, Cc1ccc(OC(=O)c2ccccc2P(=O)(O)O)cc1 shows -5%
# Under mouse EphA4 binding, N#CCCN(Cc1cccnc1)C(=O)Nc1cccc(Cl)c1 shows -4%
# Under mouse EphA4 binding, COC(=O)CN(c1ccccc1)S(C)(=O)=O shows -7%

# Three of these compounds in a different format.
O=C(NCc1ccco1)c1cnn2c(C(F)(F)F)cc(-c3ccco3)nc12
  mouse EphA4 binding: -8%

Cc1ccc(OC(=O)c2ccccc2P(=O)(O)O)cc1
  mouse EphA4 binding: -5%

O=C(NC1CCCCC1)c1ccc(CNc2c(N3CCOCC3)c(=O)c2=O)cc1
  mouse EphA4 binding: 11%

# Next section
mouse EphA4 binding,mol
-2%,NC(=O)CSc1nnc(Cn2c(=O)sc3ccccc32)n1-c1cccc(Cl)c1
-9%,O=C(Nc1cccc(C(=O)O)c1)/C(=C\c1ccccc1)NC(=O)c1ccccc1Cl
-10%,O=C(COc1ccc(Br)cc1)Nc1ccc([N+](=O)[O-])cn1
-6%,CCOC(=O)CSc1nc2c(c(=O)n(C)c(=O)n2C)n1Cc1ccccc1F
-2%,COC(=O)c1c(NC(=O)c2ccco2)sc2c1CCC2
0%,FCCCOc1ccc(/C=N/OCc2c(Cl)cccc2Cl)cc1
-10%,Cc1ccc(C)c(S(=O)(=O)Nc2ccc(O)cc2)c1
-3%,CCC(=O)N1CCc2cc(S(=O)(=O)NCCC(=O)NC3CCCc4ccccc43)ccc21 (centres undefined)
5%,Cc1cc(C)cc(N(CC(=O)NCCSc2ccccn2)S(=O)(=O)c2ccccc2)c1
-12%,COc1ccccc1NC(=S)N1C2CCC1CC(NC(=O)NC13CC4CC(CC(C4)C1)C3)C2 (centres undefined)
-4%,CC(C)C(=O)Nc1ccc(NC(=O)c2ccccn2)cn1
-8%,Cc1c(N=Cc2ccc[nH]2)c(=O)n(-c2ccccc2)n1C
-1%,COc1ccc(Nc2ccnc3ccccc23)cc1
-12%,COc1ccc(C(=O)Nc2c(-c3ccccc3)nc3ccc(C)cn23)cc1
-7%,CCCN1C(=O)c2cc(C(=O)NCCc3cccc(C)c3)ccc2C1O (centres undefined)
-8%,COc1ccnc(NCc2cccc(C(F)(F)F)c2)c1C#N
0%,COc1ccccc1CNC(=O)CN1CCC(NC(=O)c2ccccc2F)CC1
-12%,Cc1ccc(CN2CCCNC2=O)cc1
-7%,c1ccc(-c2ccc(-c3nc(-c4cccnc4)no3)cc2)cc1
-3%,O=C(Nc1ccc(Cc2ccncc2)cc1)c1ccco1

# Five successive compounds already listed, quoted:
mouse EphA4 binding,mol
-2%,NC(=O)CSc1nnc(Cn2c(=O)sc3ccccc32)n1-c1cccc(Cl)c1
-9%,O=C(Nc1cccc(C(=O)O)c1)/C(=C\c1ccccc1)NC(=O)c1ccccc1Cl
-10%,O=C(COc1ccc(Br)cc1)Nc1ccc([N+](=O)[O-])cn1
-6%,CCOC(=O)CSc1nc2c(c(=O)n(C)c(=O)n2C)n1Cc1ccccc1F
-2%,COC(=O)c1c(NC(=O)c2ccco2)sc2c1CCC2

# Next section:
mouse EphA4 binding,mol
-7%,CCOC(=O)c1cnn(-c2ncnc3sc(C)c(C)c23)c1N
-4%,O=C(CN1C(=O)CSC1=O)NCc1ccccc1
-6%,CC1=CCC(C(=O)O)C(C(=O)O)C1 (centres undefined)
-10%,COc1ccc(S(=O)(=O)NNC(=O)C2Cc3c(ccc4ccccc34)O2)cc1 (centres undefined)
-3%,CCC(=O)N1CCc2cc(S(=O)(=O)CCC(=O)NCCc3ccccc3)ccc21
4%,CCn1c(SCC(=O)N2CCN(c3ccccc3)CC2)nnc1-c1ccoc1C
-11%,Cc1c(CN(C)C)c2c(n1C)C(=O)c1ccc(Br)cc1-2
0%,C=CCS(=O)(=O)c1nc2ccccc2s1
-15%,CCOC(=O)CSc1nnc(CNC(=O)c2ccc(OC)cc2)n1Cc1ccccc1
-1%,CC1(C)CC(=O)C(Sc2nnc(-c3ccc(O)cc3)n2CC2CCCO2)C(=O)C1 (centres undefined)
-1%,O=P(O)(CP(=O)(O)c1ccccc1)c1ccccc1
-4%,COc1ccc(C2C3=C(CC(C)(C)CC3=O)Nc3c2c(=O)[nH]c(=O)n3Cc2ccccc2)cc1 (centres undefined)
1%,O=C(NCc1ccccc1)C1CCN(S(=O)(=O)N2CCOCC2)CC1
6%,CCOc1cc(/C=C2\N=C(SC)SC2=O)cc([N+](=O)[O-])c1OC(C)=O
-8%,O=C(COc1ccc(Cl)cc1Cl)Nc1noc2ccccc12
-30%,CCOC(=O)c1c(C)[nH]c(O)c1C=Nc1ccc(Cl)cc1
4%,Cc1nc2ccc(Cl)cc2nc(C)/c1=N\O
-6%,Cc1ccc(CNC(=O)[C@@H]2CCC(=O)N2Cc2ccco2)cc1
3%,CCn1c(N2CCC(Cc3ccccc3)CC2)nc2c1c(=O)[nH]c(=O)n2C
-6%,CN(CC(O)COCc1cccs1)C1CCCCC1 (centres undefined)

# Going on with the list.
mouse EphA4 binding,mol
-14%,COc1cccc(NC(=O)c2cc(Cl)ccc2Cl)c1
3%,Cc1nnc(SCC2CCCO2)n1-c1ccccc1 (centres undefined)
-5%,CN(C)c1ccc(-c2nn3c(-c4ccccc4Cl)nnc3s2)cc1
0%,O=C1N/C(=N\N=C\c2cccc([N+](=O)[O-])c2)SC1Cc1cccc(Cl)c1Cl (centres undefined)
-13%,COC(=O)[C@H](CC(C)C)NC(=O)NC1CCCc2ccccc21 (some centres undefined)
-12%,Cn1c(CCN2CCOCC2)nc2cc(NC(=O)COc3ccccc3)ccc21
10%,Cc1cc2cc(C(c3nnnn3Cc3ccco3)N3CCc4ccccc43)c(=O)[nH]c2cc1C (centres undefined)
3%,COc1ccc(OC)c(C2C(C(N)=O)=C(C)Nc3nc(-c4cccc(Cl)c4)nn32)c1 (centres undefined)
-1%,COC(=O)CSc1nc2cc3c(cc2cc1C)OCCO3
4%,CCOC(=O)C1=CSC2=NS(=O)(=O)CCN12
11%,CC(=O)Nc1ccc(OCC(O)CN2CCN(S(=O)(=O)c3ccc(NC(C)=O)cc3)CC2)cc1 (centres undefined)
-1%,N#Cc1nc(-c2cccs2)oc1NCCc1ccccc1
-4%,CCC(C)NC(=O)Cn1cc2c(n1)CCC(C)C2 (centres undefined)
-3%,CC(C)(C)C1CCC2(CC1)NNC(=S)NN2
-8%,O=C(CN1CCOCC1)N(c1ccccc1)c1ccc2ccccc2c1
-3%,COc1ccc(C(=O)NC(=S)N(Cc2ccccc2)Cc2ccccc2)cc1
-2%,CCOc1ccc2nc(SC3CC(=O)N(c4cc(Cl)ccc4Cl)C3=O)sc2c1 (centres undefined)
-4%,C=CCC(=O)OCC(=O)Nc1ccc(Cl)cn1
-2%,O=C1Nc2ccc(S(=O)(=O)N3CCCC3C(=O)O)c3cccc1c23 (centres undefined)
-1%,O=C(Nc1nc2ccccc2[nH]1)c1ccc(Cl)c(S(=O)(=O)N2CCCC2)c1

# Next entries:
mouse EphA4 binding,mol
-3%,O=[N+]([O-])c1cccc(Cl)c1N1CCN(S(=O)(=O)c2ccc(Cl)cc2)CC1
9%,O=C(CSc1nnc(COc2ccccc2)n1Cc1ccco1)c1ccc(F)cc1
-9%,Cc1ccc(OCC(=O)c2c(O)c3ccccc3oc2=O)cc1C
4%,Cc1cccc(-n2ncc3c(N4CCC(C)CC4)ncnc32)c1
-8%,CC(C)(C)OC(=O)NCCC(=O)Oc1ccc2ccc(=O)oc2c1
-3%,Cn1c(Sc2ccc([N+](=O)[O-])cc2C(F)(F)F)nnc1-c1ccccc1
-2%,CCN(CC)C(=O)c1cc(-c2ccccc2OC)on1
-2%,CCN1C(=O)C(=Cc2ccc(O)cc2)C(=O)NC1=S
-2%,O=C(/C=C/c1ccc(F)cc1)Nc1ccccc1Br
-15%,Cc1ccnc2c1NC(=O)c1cccnc1N2C1CC1
4%,CC1CC=C2C(C#N)=C(N)C(C#N)(C#N)C(c3cccs3)C2C1 (centres undefined)
-12%,Nc1nc(Nc2cccc(C(F)(F)F)c2)nc(C(F)(F)F)n1
-20%,CCOC(=O)N1CCN(Cc2nc(N)nc(Nc3ccc(OCC)cc3)n2)CC1
-1%,CCN(CC)c1nc2c(s1)C(=O)CC(C)(C)C2
-8%,COc1ccc(NC(=O)N(C2CCCCC2)C(C)c2ccco2)c(OC)c1 (centres undefined)
-16%,COc1ccc(NC(=S)NC(NC(=O)c2cccc3ccccc23)C(Cl)(Cl)Cl)c([N+](=O)[O-])c1 (centres undefined)
-5%,CC(C)NC(=O)Cn1nnc(-c2ccc(Cl)cc2)n1
2%,Brc1ccccc1-c1nnc(COc2ncnc3c2cnn3-c2ccccc2)o1
-11%,O=c1c2c(nc3nc(SCc4ccccc4)[nH]n13)CCC2
-8%,CN(C)S(=O)(=O)c1ccc(C(=O)Nc2ccc(OCC(=O)N3CCOCC3)cc2)cc1

# The list continues:
mouse EphA4 binding,mol
8%,CN(C)S(=O)(=O)c1cccc(C(=O)C2=C3SC=C(c4ccccc4)N3CC2)c1
10%,COc1ccc(/C=C2\NC(=S)N(CC3CCCO3)C2=O)c(OC)c1C (centres undefined)
-7%,O=S(=O)(c1cccc2ccccc12)n1cnc2ccccc21
1%,Cc1ccc(OCc2nnc(SCC(=O)c3cccs3)n2-c2ccccc2)cc1C
-8%,COc1c(Cl)cc(Cl)cc1C(=O)Nc1ccc(NC(=O)c2cccs2)cc1
-11%,CCOCCCNC(=O)CN1CCN(c2ccc(F)cc2)CC1
-6%,C=CCC1(O)C(=O)N2C(=C1C(=O)OCC)c1ccc3ccccc3c1CC2(C)C (centres undefined)
-5%,Cc1cc(N2CCN(c3ccccc3)CC2)nc(-n2nc(C)cc2C)n1
8%,COc1ccc(NC(=O)Nc2cccs2)cc1OC
-11%,N#Cc1c(N2CCN(C(=O)c3ccco3)CC2)nc(-c2ccccc2)c2c1CCCC2
-11%,CCc1ccc(-c2csc3ncn(CC(=O)N4CCOCC4)c(=O)c23)cc1
-5%,Cc1nc(-c2cccnc2)sc1C(N)=O
0%,CCOC(=O)C1CCCCN1Cc1ccc(F)c(Br)c1 (centres undefined)
